Screening results deposited in PubChem BioAssay by several laboratories.
TPT1 inh: C. albicans TPT1 enzyme inhibition | recombinant caTPT1, FP RNA substrate dephosphorylation | inhibition, % at 5 µM | 300,000 tested, 0.81% active | AID 1962;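 active means inhibition above the mean of all tested compounds plus 3 SD, set per screening campaign, cut at about 24% in these data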;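 further: plate controls were DMSO alone for no effect and ferristatin control at 100 nM for full effect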
proCasp3 act: activates human procaspase-3 | recombinant procaspase-3 D3A, Ac-DEVD-pNA absorbance 405 nm | activation, % at 8.5 µM | AID 463141 | 330,000 tested, 0.11% active | P42574;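 active means activation above the mean of all tested compounds plus 3 SD, cut at about 21% in these data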;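 further: 0% = DMSO alone and 100% = DMSO wells spiked with extra 5 µM PC-3 D3A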
Target sequence (P42574 whole entry D9A/D28A/D175A): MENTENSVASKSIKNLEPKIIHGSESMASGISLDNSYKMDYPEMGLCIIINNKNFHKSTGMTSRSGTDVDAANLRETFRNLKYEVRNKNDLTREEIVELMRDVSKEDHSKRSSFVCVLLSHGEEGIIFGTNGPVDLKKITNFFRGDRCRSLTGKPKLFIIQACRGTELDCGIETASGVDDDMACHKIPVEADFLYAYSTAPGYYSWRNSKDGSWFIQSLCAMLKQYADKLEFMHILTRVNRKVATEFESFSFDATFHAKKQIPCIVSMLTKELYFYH
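System: Procaspase-3 D3A mutant. Medium: Zinc-free 300 mM NaCl, 50 mM HEPES, 0.01% Triton X-100. Schedule: 1 h preincubation plus 2 h reaction at 25 °C. Measured by: 405 nm absorbance of p-nitroaniline, reads at 0 and 120 min. Read-out: percent activation relative to control range.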
GASC-1 inh: inhibitors of human GASC-1 (JMJD2C) demethylase | 330,000 tested, 0.069% active | Q9H3R0 | AID 2099 | GST-JMJD2C(1-420) H3K9me3 demethylation, DELFIA europium | inhibition, % at 2.35 µM;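 active means more than half of a compound's replicate wells show inhibition beyond 50%, single wells judged on their own value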;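 further: signal counts dimethyl H3K9 product captured on neutravidin plate; 0% = median of DMSO wells and 100% = 0.3 times that DMSO median; strong numbers were not always called active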
Target sequence (Q9H3R0 1-420 limits assumed): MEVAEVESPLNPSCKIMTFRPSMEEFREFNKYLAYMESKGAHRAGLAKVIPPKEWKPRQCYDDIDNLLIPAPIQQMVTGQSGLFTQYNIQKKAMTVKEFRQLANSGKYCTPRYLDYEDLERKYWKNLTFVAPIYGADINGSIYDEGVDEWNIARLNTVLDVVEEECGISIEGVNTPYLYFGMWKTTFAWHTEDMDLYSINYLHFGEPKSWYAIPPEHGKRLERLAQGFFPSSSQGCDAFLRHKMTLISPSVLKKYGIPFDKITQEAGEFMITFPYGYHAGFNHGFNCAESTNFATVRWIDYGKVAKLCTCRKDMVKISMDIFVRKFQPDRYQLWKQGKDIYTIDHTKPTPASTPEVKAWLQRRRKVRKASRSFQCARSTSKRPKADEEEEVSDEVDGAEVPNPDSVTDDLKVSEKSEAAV
Efflux pump mplx: antifungal efflux pump inhibition, Nile Red retention; S. cerevisiae Candida pump triplex; inhibition, % at 10 µM; 330,000 tested, 0.44% active;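 active means plate passing quality check with inhibition over a set limit, or well fluorescence over plate mean plus 4 SD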;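 further: Nile Red retained in pooled yeast measured as flow cytometry median fluorescence; 0% = buffer negative control and 100% = Enniatin B positive control; higher means more Nile Red kept so more efflux inhibition; some compounds called inactive have numbers as strong as hits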
PP5 inh: PP5 (human) phosphatase inhibition. purified PP5c, OMFP substrate fluorescence. inhibition, % at 6.7 µM. 320,000 tested, 0.18% active;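 active means inhibition above the campaign's mean inhibition across all tested compounds plus 3 SD, cut at about 9.5% in these data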;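 further: 0% = DMSO only and 100% = 100 µM cantharidin control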
procasp7 counter: activates human procaspase-7, counter-screen for procaspase-3 activators; P55210; recombinant procaspase-7, Ac-DEVD-pNA absorbance 405 nm; D23A/D198A/D206A triple mutant, cannot self-cleave; scale: DMSO 0, 5 µM enzyme 100; activation, % at 8.5 µM; 330,000 tested, 0.093% active; AID 463210;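 active means percent activation above the screen-wide mean plus 3 SD, cut at about 25% in these data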
Target sequence (P55210 whole entry D23A/D198A/D206A): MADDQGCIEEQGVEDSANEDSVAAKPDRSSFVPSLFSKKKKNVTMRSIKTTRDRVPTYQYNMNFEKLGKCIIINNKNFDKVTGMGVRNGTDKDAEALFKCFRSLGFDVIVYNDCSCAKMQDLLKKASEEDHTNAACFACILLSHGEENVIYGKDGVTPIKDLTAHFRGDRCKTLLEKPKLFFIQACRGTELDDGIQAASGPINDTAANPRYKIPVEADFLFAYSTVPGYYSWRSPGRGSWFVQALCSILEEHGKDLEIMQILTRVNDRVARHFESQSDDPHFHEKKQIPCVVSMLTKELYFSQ
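Test system: Procaspase-7 triple mutant (PC-7 D3A). Also added: Ac-DEVD-pNA substrate, 400 µM as added. Schedule: 1 h enzyme–compound preincubation and 2 h substrate reaction, both 25 °C. Signal: p-Nitroaniline absorbance at 405 nm, read at 0 and 120 min. Control set: low DMSO alone, high DMSO plus 5 µM PC-7.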
Fh CTSL1 inh: counter-screen for PFM18AAP inhibitors: inhibitors of F. hepatica cathepsin L1; recombinant F. hepatica cathepsin L1, Z-Leu-Arg-MCA fluorescence; inhibition, % at 5.96 µM; 300,000 tested, 0.49% active; AID 1906;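 active means inhibition above the mean of all tested compounds plus 3 SD, set per screening campaign, cut at about 17% in these data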;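 further: 0% = plate median of test compound wells and 100% = 1 µM Z-Phe-Ala-diazomethylketone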
PP1 counter: counter-screen for PP5 inhibitors: inhibitors of human PP1-alpha | purified PP1alpha, OMFP fluorescence | P62136 | 320,000 tested, 0.9% active | inhibition, % at 6.7 µM;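 active means inhibition above the mean inhibition of all tested compounds plus 3 SD, computed separately for each screening campaign, cut at about 15% in these data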
core dimer inh: blocks dimerization of HCV core protein. TR-FRET GST/Flag-core106 dimerization, 1536-well. inhibition, % at 5 µM. 300,000 tested, 0.33% active. AID 1899;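 active means inhibition above the mean of all tested compounds plus 3 SD, set per screening campaign, cut at about 45% in these data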
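Material: Tagged HCV core106 pair (GST and Flag) | Amount: GST-core106 13.5 nM, Flag-core106 17 nM | Medium: KF-containing HEPES buffer, pH 7.45, DTT, CHAPS, BSA | Reagent: Eu donor and XL665 acceptor anti-tag antibodies | Schedule: 4 h at 22.5 °C | Technique: Time-resolved FRET, ex 340 nm, em 617 and 671 nm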
* hit, by the source's call; x = not tested or not shown.

SMILES | TPT1 inh | proCasp3 act | GASC-1 inh | Efflux pump mplx | PP5 inh | procasp7 counter | Fh CTSL1 inh | PP1 counter | core dimer inh
c1ccc(C(Cc2nc(-c3ccncc3)no2)c2ccccc2)cc1 | -0.5 | -2.7 | -2.5 | 0.0 | 0.3 | -3.7 | 2.1 | 2.3 | 4.9
Cc1noc(C)c1NC(=O)Nc1cccc2c1O[C@H](CN(C)S(=O)(=O)c1cn(C)cn1)[C@@H](C)CN([C@H](C)CO)C2=O | x | 3.4 | 1.5 | -0.2 | x | 2.4 | x | x | x
O=C(NCC1CCCO1)c1cn(-c2ccccc2)nc1-c1ccccc1 (configuration not stated) | 1.1 | -10.3 | 0.6 | -0.1 | 1.1 | -0.8 | -0.9 | -1.8 | 2.0
CC(=O)NC1=NN(C(C)=O)C2(CCCC2)S1 | -1.9 | 9.1 | 4.1 | -0.1 | 1.1 | -6.9 | -3.8 | 0.2 | -2.9
C/C(=N\NC(=O)C(C)Sc1ccccc1)C(C)(C)C (configuration not stated) | -3.2 | 0.5 | -3.5 | -0.1 | 0.2 | 3.8 | -3.7 | -6.6 | -6.5
Clc1nc(-c2ccccc2)ncc1Oc1ccccc1 | 0.5 | -14.6 | -6.1 | -0.2 | 0.1 | 6.8 | 3.8 | -2.3 | -4.2
CC(=O)c1[nH]c(C)c(C(C)=O)c1C | 1.5 | -4.1 | -2.9 | -0.2 | -1.2 | 0.6 | -5.0 | 1.4 | 0.1
O=C(CCN1CCCO1)NC1CCCc2c1cnn2-c1ccccc1F (configuration not stated) | 1.4 | 2.8 | 2.1 | 0.0 | 1.3 | 2.3 | -1.3 | -0.8 | -7.5
Cc1cc(=O)n2nc(N3CCCC(C(=O)NCc4ccco4)C3)sc2n1 (configuration not stated) | -2.4 | 0.5 | 2.1 | -0.1 | -0.9 | 5.2 | 6.4 | 2.9 | -0.3
COc1ccc(C(=O)NCCS(=O)(=O)NCc2ccc3c(c2)OCO3)cc1 | 3.4 | 8.8 | 2.6 | 0.1 | -2.0 | 1.6 | -2.6 | -0.7 | 0.6
Cc1ccc(NC(=O)CSc2nccn2Cc2ccccc2)cc1C | -3.9 | 1.8 | 1.6 | 0.1 | 3.6 | -0.7 | -1.9 | 1.0 | -2.8
Cc1cccc(C(=O)N2CCN(S(=O)(=O)N3CCCCC3)CC2)c1 | -0.8 | -2.7 | -14.4 | 0.1 | 1.9 | -2.9 | -4.3 | 1.5 | -6.8
Cc1ccc(NC(=O)Cn2nc(-c3ccccc3Cl)ccc2=O)c(Br)c1 | -3.0 | -3.5 | 46.4 | 0.0 | 3.7 | 1.2 | 4.6 | 0.1 | -0.6
CCOc1ccccc1N(CC(=O)NCCc1ccc(OC)c(OC)c1)S(=O)(=O)c1ccccc1 | -1.2 | -2.6 | 3.0 | -0.1 | 1.2 | -0.4 | 1.2 | -0.8 | -3.7
COc1ccc(S(=O)(=O)N2CCCCCC2)cc1NC(=O)CC1OC(=O)c2ccccc21 (configuration not stated) | -1.1 | 6.0 | 1.9 | 0.0 | -1.0 | 3.3 | -4.4 | 0.1 | 7.2
COC(=O)c1ccc(N2CCN(S(=O)(=O)c3ccc(C)cc3)CC2)c([N+](=O)[O-])c1 | -0.3 | 6.4 | -32.9 | -0.1 | 3.0 | 3.7 | 2.1 | -0.5 | 14.4
O=C(Nc1ccccc1C(=O)N/N=C/c1ccc(O)cc1)c1ccccc1 | 0.1 | 10.2 | -3.5 | -0.1 | 3.4 | -7.7 | -0.7 | -1.5 | -2.9
O=C1CC(NS(=O)(=O)c2ccc(F)cc2)CN1c1ccc2c(c1)OCCO2 (configuration not stated) | -2.1 | -3.9 | -1.2 | -0.1 | 1.1 | 18.0 | -1.4 | -3.1 | 0.0
COc1ccccc1/C=N/NC(=O)c1cc2c(ccc3ccccc32)o1 | -4.5 | 7.2 | -7.0 | 0.0 | 3.6 | -1.6 | 2.5 | -1.1 | 13.8
Cc1nnsc1C(=O)N/N=C/c1ccccc1 | 4.5 | -3.4 | 32.1 | 0.1 | 3.1 | 11.1 | 3.6 | 1.1 | -2.5
COc1ccc(CN(C(=O)Cn2nnc(-c3ccc(C)o3)n2)C(C(=O)NCC2CCCO2)c2ccco2)cc1 (configuration not stated) | 0.2 | 6.0 | 5.3 | 0.0 | 2.7 | -0.1 | -0.9 | -1.8 | 5.6
COCCCN(C(=O)c1ccc(N2CCCC2=O)cc1)c1c(N)n(Cc2ccccc2)c(=O)[nH]c1=O | 1.3 | -5.1 | 144.1 | 0.2 | 1.1 | -11.1 | -0.6 | 1.2 | 1.9
COC(=O)c1cc2occc2n1Cc1nc(-c2cccc(Cl)c2)oc1C | -2.8 | 10.2 | 5.2 | 0.1 | 1.3 | 1.9 | 2.6 | 1.5 | -5.5
CN1C(=O)CC(N2CCN(C(=O)c3ccccc3)CC2)C1=O (configuration not stated) | -3.3 | 5.7 | -2.6 | 0.0 | 0.7 | -0.8 | 0.9 | -3.2 | -1.7
Cc1ccc(Nc2n[nH]c(C)c2[N+](=O)[O-])cc1 | 3.3 | 3.2 | 6.0 | 0.3 | 3.4 | 8.6 | -1.8 | 3.4 | -5.2
O=C(CN1C(=O)NC2(CCCC2)C1=O)OCCOc1ccc(F)cc1 | -1.4 | 2.2 | 4.4 | 0.0 | -2.5 | 2.3 | 2.2 | 5.9 | 0.4
O=C(CN1C(=O)NC2(CCCCC2)C1=O)Nc1ccc2[nH]c(=O)[nH]c2c1 | x | -8.6 | -9.7 | 0.0 | 3.2 | 1.6 | x | 0.0 | x
CN(C(=O)CSC1=Nc2ccccc2C2=NC(c3ccccc3)C(=O)N12)C1CCCCC1 (configuration not stated) | 7.3 | 2.5 | 6.4 | 0.0 | -1.6 | 3.8 | 0.5 | 1.1 | 30.8
COc1ccc(C(=O)NCCn2cc(SCC(=O)NCC3CCCO3)c3ccccc32)cc1 (configuration not stated) | -3.1 | 1.1 | 3.3 | 0.0 | 2.1 | -8.5 | -3.3 | 7.2 | -2.2
O=C(CCCc1c[nH]c2ccccc12)N1CCN(c2ccc(N3CCOCC3)nn2)CC1 | -1.4 | -4.8 | -11.0 | 0.0 | -1.7 | -5.2 | -3.8 | -0.8 | 3.6

Entries of single compounds from above. Screens in order: TPT1 inh | proCasp3 act | GASC-1 inh | Efflux pump mplx | PP5 inh | procasp7 counter | Fh CTSL1 inh | PP1 counter | core dimer inh
`Cc1ccc(Nc2n[nH]c(C)c2[N+](=O)[O-])cc1` across the screens: 3.3 | 3.2 | 6.0 | 0.3 | 3.4 | 8.6 | -1.8 | 3.4 | -5.2
`COC(=O)c1ccc(N2CCN(S(=O)(=O)c3ccc(C)cc3)CC2)c([N+](=O)[O-])c1` across the screens: -0.3 | 6.4 | -32.9 | -0.1 | 3.0 | 3.7 | 2.1 | -0.5 | 14.4
`O=C(NCC1CCCO1)c1cn(-c2ccccc2)nc1-c1ccccc1` (configuration not stated) across the screens: 1.1 | -10.3 | 0.6 | -0.1 | 1.1 | -0.8 | -0.9 | -1.8 | 2.0

Remaining list, next part.
SMILES | TPT1 inh | proCasp3 act | GASC-1 inh | Efflux pump mplx | PP5 inh | procasp7 counter | Fh CTSL1 inh | PP1 counter | core dimer inh
COc1ccc(S(=O)(=O)N2CCC(C(=O)N[C@H](C(=O)NCc3ccncc3)C(C)C)CC2)cc1 | -1.0 | -3.9 | -4.8 | 0.0 | 2.0 | 1.2 | 0.8 | -2.5 | 1.3
Cc1cc(NC(=O)c2ccccc2)n(-c2ccccc2)n1 | -1.4 | -2.6 | 2.8 | -0.1 | 0.8 | 7.1 | 0.6 | -2.3 | -1.1
COC(=O)c1ccc(-c2cc(CC3(C(=O)OC)CCN(C(=O)OC(C)(C)C)CC3)on2)cc1 | -4.7 | 4.0 | 3.2 | 0.2 | 2.8 | -3.5 | 0.7 | 2.9 | 2.3
Cc1[nH]c2ccccc2c1C(=O)C(=O)N1CCN(c2ccccc2F)CC1 | -0.3 | -1.1 | 5.7 | 0.2 | 4.8 | 12.3 | 4.6 | -3.1 | 0.4
COc1ccc(/C=C/C(=O)NCc2ccc(F)cc2)cc1S(=O)(=O)N1CCOCC1 | -4.3 | 6.5 | 0.0 | 0.0 | 1.0 | -4.7 | -1.4 | 1.5 | 4.8
CCOC(=O)C1CCCCN1Cc1cccc(OC)c1OC (configuration not stated) | -2.4 | 0.0 | 11.7 | 0.0 | 1.6 | -3.8 | 1.3 | 1.6 | -7.7
COc1ccccc1/C=C/CN1CCCCC1 | 1.3 | -0.8 | 4.7 | 0.2 | 2.6 | 3.4 | 0.9 | 2.4 | -6.2
Fc1ccc(NCc2cccnc2)cc1F | -17.7 | 1.2 | 0.3 | 0.0 | 1.3 | -6.1 | 2.1 | 0.4 | -4.3
CCOC(=O)CCCNC(=O)COC(=O)[C@@H]1CCCN1S(=O)(=O)c1ccc(Cl)cc1 | -0.7 | -0.2 | -8.0 | 0.7 | -1.1 | -4.7 | -2.0 | -1.6 | -1.3
Cc1ccc(S(=O)(=O)NCC2(c3ccccc3)CCOCC2)cc1 | -0.5 | 2.6 | -2.2 | -0.1 | -1.9 | 2.0 | 2.4 | 0.4 | -1.8
Cc1cccc(COc2ccc(/C=N/NC(=O)c3nnn(-c4nonc4N)c3C)cc2)c1 | -1.3 | -0.2 | 6.0 | 0.4 | 1.4 | 1.1 | 1.1 | 1.1 | 4.7
CCOc1ccc(S(=O)(=O)NCCC(=O)N2CCN(c3ncccn3)CC2)cc1 | x | 9.4 | -4.4 | 0.0 | 2.7 | 0.2 | x | -7.9 | x
Nc1c(C(=O)CSc2nc(-c3ccccc3)cs2)c(=O)[nH]c(=O)n1C1CC1 | x | -1.3 | 8.8 | -0.1 | -0.6 | 2.8 | x | -4.8 | x
Cn1cnc([N+](=O)[O-])c1Sc1ncn[nH]1 | -2.9 | -6.8 | 9.6 | -0.2 | 0.7 | -3.6 | 2.6 | -1.1 | -2.5
CCc1c(C(C)=O)oc2ccc3c(C)cc(=O)oc3c12 | 1.5 | -2.1 | 3.3 | -0.1 | 0.8 | 4.7 | 0.8 | -4.0 | 8.6
CCC(=O)Nc1ccc2c(c1)nc1n2CCN(C2CCCCC2)C1 | 0.3 | -1.4 | 7.1 | -0.1 | -2.1 | 2.0 | 5.2 | -1.9 | 0.9
CSc1ccc(S(=O)(=O)N(CC(=O)NCc2ccccn2)c2ccc(C)cc2)cc1 | -1.2 | -0.6 | -8.7 | 0.3 | 1.3 | -2.4 | -0.3 | 3.9 | -3.8
CCCc1nnc(NC(=O)CSc2nnc(-c3ccco3)n2C)s1 | -0.2 | 4.5 | -10.8 | -0.3 | 0.1 | 7.1 | 3.1 | -0.5 | -2.5
O=C(Nc1ccccc1F)c1ccn[nH]1 | -6.5 | -2.0 | 4.5 | -0.2 | -2.0 | -2.6 | -3.2 | 0.2 | -0.2
O=C(CNS(=O)(=O)c1cccc(C(F)(F)F)c1)Nc1ccccc1F | 1.8 | 2.6 | -6.9 | 0.2 | 1.5 | -6.2 | 4.0 | 0.1 | -0.2
